# S3 lipid droplet = qHTS Assay for Lipid Storage Modulators in Drosophila S3 Cells; actives 0.64% (n = 320,000); Drosophila S3 cells, BODIPY lipid droplet fluorescence, 18-24 h; cells fed with added oleic acid; lipid storage change, negative = inhibition, % at the top dose, mostly 46.1 µM; hits show Potency in µM; active means well fitted inhibition curve with a large enough effect in the signal ratio, with a control signal flat, not every such curve was filed as active; inconclusive means small, poorly fitted or top-dose-only effect, or effect the other way, or a change in a side signal; the % refers to the signal ratio
#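 Laser-scanning cytometry quantifies lipid droplet accumulation (500–530 nm total intensity; droplet/cell object ratio) in oleic acid-fed (400 uM added) Drosophila S3 cells treated with a concentration series. 20 uM Triacsin C defined 100% inhibition.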
# S3 lipid droplet cell count max = also measured in S3 lipid droplet; calls as there; cell number change, %; measured here: cell count max response;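 cells counted by Cell Tracker Red CMTPX staining in the red channel; peak over a dose series mostly up to 46.1 µM; percent activity relative to internal control wells on each plate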
# The depositor's hits bear a star; ? = inconclusive; . = not tested or not shown; & = joins results of further samples. On the % scale 0 is the no-effect control and ±100 the full control effect; potency means the concentration at half of the fitted maximal effect. These rows are one share of the data (hit frequency here may not be typical).
Molecule	S3 lipid droplet cell count max	S3 lipid droplet
COc1c(O)cc2c(c1O)[C@@H]1O[C@H](CO)[C@@H](O)[C@H](O)C1OC2=O (some centres not stated)	.	?
CCOC(=O)NNc1nncc2ccccc12	2.0	7.7%
CC12CCC(=O)C=C1CCC1C2CCC2(C)C1CC[C@]2(O)C(=O)CO (some centres not stated)	.	?
C[C@H]1c2cccc(O)c2C(O)=C2C(=O)[C@]3(O)C(O)=C(C(N)=O)C(=O)[C@@H](N(C)C)C3[C@@H](O)C21 (some centres not stated)	3.9	1.8%
Nc1ncnc2nc[nH]c12	-12.9&3.9	2.0%&-5.0%
CNc1c2c(nn1C)CCCC2	1.4	?
CN(C)CCOc1ccccc1Cc1ccccc1	-17.4	4.7%
COc1cc([C@H]2Oc3cc([C@H]4Oc5cc(O)cc(O)c5C(=O)[C@@H]4O)ccc3O[C@@H]2CO)ccc1O	-12.8	10.8%
C/C=C(/C)C(=O)OC1c2c(ccc3ccc(=O)oc23)OC(C)(C)C1OC(=O)/C(C)=C\C (configuration not stated)	.	?
Cn1c(=O)c2c(ncn2CCO)n(C)c1=O	2.7	-2.5%

# One compound at a time (already shown). Screens in order: S3 lipid droplet cell count max, S3 lipid droplet
# `Cn1c(=O)c2c(ncn2CCO)n(C)c1=O` is listed as 2.7, -2.5%
# `COc1c(O)cc2c(c1O)[C@@H]1O[C@H](CO)[C@@H](O)[C@H](O)C1OC2=O` (some centres not stated) is listed as ., ?
# `C/C=C(/C)C(=O)OC1c2c(ccc3ccc(=O)oc23)OC(C)(C)C1OC(=O)/C(C)=C\C` (configuration not stated) is listed as ., ?
# `CNc1c2c(nn1C)CCCC2` is listed as 1.4, ?

# Following part:
Molecule	S3 lipid droplet cell count max	S3 lipid droplet
CC(=O)Nc1ccc(O)cc1	.	?
CCCCC1C(=O)N(c2ccccc2)N(c2ccccc2)C1=O	.	?
COc1ccc2nc(NC(=O)Nc3ccccc3)sc2c1	.	?
Cc1cccc(C)c1NC(=O)C1CCCCN1C (configuration not stated)	7.8	-4.0%
CCCCCCc1ccc(O)cc1O	.	?
O=C(Nc1ccc(C(=O)O)c(O)c1)c1ccccc1	.	?
NNC(=O)CP(=O)(c1ccccc1)c1ccccc1	17.7	9.9%
Cc1[nH]c2ccccc2c1/C=N/NC(N)=S	5.0	-0.5%

# Laid out differently: entries from further up.
> O=C(Nc1ccc(C(=O)O)c(O)c1)c1ccccc1
- S3 lipid droplet cell count max: .
- S3 lipid droplet: ?

> Cc1[nH]c2ccccc2c1/C=N/NC(N)=S
- S3 lipid droplet cell count max: 5.0
- S3 lipid droplet: -0.5%

> CC(=O)Nc1ccc(O)cc1
- S3 lipid droplet cell count max: .
- S3 lipid droplet: ?
